SRC3 inh: SRC3 coactivator transcriptional activity inhibitors, primary screen, cell-based, luminescence; Nuclear receptor coactivator 3 (Homo sapiens), Q9Y6Q9; inhibition, % at 3.6 µM; HEK293 GAL4-SRC3 luciferase reporter; AID 588352, 2011; 0.17% of 360,000 active;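 active means inhibition above a per-campaign cutoff, the mean of all compounds plus 3 SD, cut at about 60% in these data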;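 further: 0% = DMSO-treated cells and 100% = gossypol-treated cells at 36 µM; higher means less SRC3-driven luciferase light from the GAL4 reporter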
NOD2 RIPK2 PPI: NOD2-RIPK2 binding disruptors in cells, primary screen, fluorescence, CHO cells, BLA complementation; Receptor-interacting serine/threonine-protein kinase 2 (Homo sapiens), O43353; CCF4 ratio; inhibition, % at 4.98 µM; 0.38% of 360,000 active; AID 624267, 2012; in the data active means inhibition above about 21%;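 further: 0% = vehicle only and 100% = reference blocker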
TROY signal inh: inhibitors of TROY-driven NF-kB signaling, primary screen, Q293 LMP1-TROYcd cells, NF-kB luciferase, uHTS | inhibition, % at 10 µM | Q293 LMP1-TROYcd NF-kB luciferase reporter, 4 h | 0.98% of 360,000 active | AID 1347056, 2019;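 active means compounds whose plate-normalised and pattern-corrected inhibition of the luciferase reporter signal at the single screening dose is 50% or more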
C8 TRAIL sens: viability loss with TRAIL in NB7+C8 cells, primary screen, TRAIL sensitizer project, cell-based, ATPlite luminescence; inhibition (viability loss, TRAIL sensitization), % at 10 µM; 1% of 360,000 active; AID 624354, 2012;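 active means compounds causing at least 50% loss of cell viability in the single-dose screen, relative to plate controls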
TLR9-MyD88 inh: inhibitors of TLR9-MyD88 association in cells, primary screen, cell-based, CHO, BLA complementation, fluorescence. 0.21% of 340,000 active. AID 504734, 2011. Toll-like receptor 9 (Homo sapiens) + Myeloid differentiation primary response protein …. CCF4 FRET ratio. inhibition, % at 4.98 µM;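 active means inhibition above the mean over all tested compounds plus 3 SD, cut at about 21% in these data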;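 further: 0% = DMSO only wells and 100% = clavulanate BLA inhibitor control wells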
NCOA1 inh: SRC1 coactivator transcriptional activity inhibitors, primary screen, cell-based, luminescence; 0.12% of 360,000 active; inhibition, % at 3.6 µM; Nuclear receptor coactivator 1 (Homo sapiens), Q15788; HEK293 GAL4-SRC1 luciferase reporter;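 active means inhibition above the campaign mean plus 3 SD, with each screening campaign given its own cutoff, cut at about 60% in these data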;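 further: 0% = DMSO treated cells and 100% = gossypol at 36 µM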
Vif inh: HIV Vif self-association inhibitors, primary screen, imaging, HEK293T, single point. 0.35% of 340,000 active. AID 602346, 2012. inhibition, % at 7.49 µM. HEK293T cells, Vif self-association by quenched fluorescence, 24 h; in the data active means inhibition above about 50%, passing the limit was not always enough; inconclusive means no clear call, values can overlap the other calls; inactive means below about 31%; further: some results filed as inactive read as strong as hits
SRC2 inh: inhibition of GAL4-SRC2 driven luciferase reporter, primary screen, SRC2 inhibitor project, cell-based, luminescence. Nuclear receptor coactivator 2 (Homo sapiens), Q15596. inhibition, % at 9 µM. 0.17% of 370,000 active. HEK293 GAL4-SRC2 luciferase reporter;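 active means inhibition above the mean inhibition of all tested compounds plus 3 SD, set per campaign, cut at about 52% in these data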;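 further: 0% = DMSO treated cells and 100% = cells given Gossypol at 36 µM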
LRH-1 inv ag: LRH-1 (NR5A2) inverse agonists, primary screen, cell-based, luminescence, HEK293T, StAR-luciferase reporter; AID 602396, 2012; Nuclear receptor subfamily 5 group A member 2 (Homo sapiens), O00482; 0.13% of 360,000 active; LRH-1 transfected, 24 h; inhibition, % at 3.6 µM;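 active means inhibition above the mean inhibition of all tested compounds plus 3 SD, cut at about 73% in these data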;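 further: 0% = DMSO wells and 100% = reporter-only cells lacking LRH-1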
Target sequence (O00482 whole entry, looked up): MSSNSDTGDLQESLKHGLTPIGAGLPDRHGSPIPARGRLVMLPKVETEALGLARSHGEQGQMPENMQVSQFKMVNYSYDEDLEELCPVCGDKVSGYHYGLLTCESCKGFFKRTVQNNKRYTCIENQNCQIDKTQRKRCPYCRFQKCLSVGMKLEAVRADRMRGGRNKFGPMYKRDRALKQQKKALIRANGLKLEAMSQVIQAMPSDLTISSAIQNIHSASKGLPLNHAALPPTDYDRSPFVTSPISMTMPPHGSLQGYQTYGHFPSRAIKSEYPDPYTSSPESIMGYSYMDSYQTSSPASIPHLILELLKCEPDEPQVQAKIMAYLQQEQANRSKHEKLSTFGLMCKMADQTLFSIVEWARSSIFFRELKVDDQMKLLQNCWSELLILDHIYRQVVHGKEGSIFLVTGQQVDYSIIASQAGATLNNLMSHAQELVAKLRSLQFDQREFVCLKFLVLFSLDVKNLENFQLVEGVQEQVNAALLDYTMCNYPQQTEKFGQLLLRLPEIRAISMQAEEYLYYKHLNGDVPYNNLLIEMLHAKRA
EBV LMP1 NFkB: EBV LMP1-driven NF-kappaB luciferase reporter inhibitors, primary screen, cell-based, luminescence, single point. inhibition, % at 12.5 µM. 0.69% of 350,000 active. LMP1-induced NF-kappaB luciferase reporter cells. AID 504558, 2011; in the data active means inhibition above about 41%; inconclusive means no clear call, values can overlap the other calls;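 further: 0% = neutral control wells and 100% = reference inhibitor control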
NR2F2 inh: NR2F2 transcriptional activity inhibitors, primary screen, cell-based, luciferase reporter, HEK293T, luminescence; inhibition, % at 8.6 µM; 0.7% of 370,000 active; HEK293T NGFI-A luciferase reporter;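 active means inhibition above a per-plate cutoff, mean inhibition of test wells between control levels plus 3 SD, cut at about 38% in these data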;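 further: cells cotransfected with COUP-TFII expression vector driving the NGFI-A reporter; 0% = median of COUP-TF2 test wells and 100% = reporter-only cells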
Target sequence (P24468 whole entry, looked up): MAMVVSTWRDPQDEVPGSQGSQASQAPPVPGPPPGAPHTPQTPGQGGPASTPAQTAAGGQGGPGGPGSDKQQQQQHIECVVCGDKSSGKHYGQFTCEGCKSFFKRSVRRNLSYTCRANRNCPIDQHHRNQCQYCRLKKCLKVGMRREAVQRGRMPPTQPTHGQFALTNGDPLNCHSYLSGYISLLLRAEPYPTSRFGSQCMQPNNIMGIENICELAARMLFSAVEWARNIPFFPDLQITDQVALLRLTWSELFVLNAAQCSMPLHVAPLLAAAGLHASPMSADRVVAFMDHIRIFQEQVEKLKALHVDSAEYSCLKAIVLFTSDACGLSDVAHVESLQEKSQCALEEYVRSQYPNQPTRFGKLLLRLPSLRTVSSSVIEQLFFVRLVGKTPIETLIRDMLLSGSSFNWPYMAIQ
The depositor's hits bear a star; ? = inconclusive; . = not tested or not shown. An excerpt. The share of hits here may be higher or lower than overall.

SMILES	SRC3 inh	NOD2 RIPK2 PPI	TROY signal inh	C8 TRAIL sens	TLR9-MyD88 inh	NCOA1 inh	Vif inh	SRC2 inh	LRH-1 inv ag	EBV LMP1 NFkB	NR2F2 inh
CC(C)C1(c2ccsc2)NC(=O)NC1=O (stereo not drawn)	-27	-6	-3	-3	0	-9	-4	-22	-20	-3	-17
CCCCCn1c(Sc2nc3ccccc3s2)nc2c1c(=O)[nH]c(=O)n2C	2	-2	23	19	-4	-20	-1	13	7	-26	8
CC1CN(CC(=O)N2CCc3[nH]c4ccccc4c3C2)CC(C)O1 (stereo not drawn)	13	3	2	-2	-2	-1	7	-6	-1	-18	0
Nc1c(C(=O)Nc2ccc3c(c2)OCCO3)nnn1Cc1ccccc1	-65	-8	-60	28	-3	-94	-14	-34	-171	-87	-74
COc1ccc(C(=O)N2CCC(C)(C(=O)NS(=O)(=O)C3CC3)C2)c(OC)c1 (stereo not drawn)	1	-1	12	-10	.	-10	.	-17	1	.	-6
Cc1nc(Cl)c(C(=O)NC(=O)NCc2ccccc2)c(C)c1Cl	28	1	3	-5	-6	8	0	-4	-22	6	16
COCCN1Cc2cccc(C(=O)Nc3cccnc3)c2C1=O	-15	8	-7	5	5	-1	.	13	29	-8	-14
O=C(O)c1cccc(N2C(=O)c3ccc(Oc4ccc(Cl)cc4)cc3C2=O)c1	3	-3	-15	2	-2	7	-4	-14	7	6	10
COc1cc(OC)cc(C(=O)N2CCN(C3CCC(C)CC3)CC2)c1 (stereo not drawn)	0	-8	21	-3	-2	1	14	7	16	-8	4
CCCn1nc2cc(C(=O)NCc3ccc4c(c3)OCO4)ccc2c1OCC	-28	1	-16	14	-6	-3	1	-22	-17	6	-7
O=C(COC(=O)c1cc(=O)[nH]c2ccccc12)c1ccccc1	-1	-1	-15	-14	4	-14	2	5	8	3	-15
COc1cc(/C=C2\SC(=O)NC2=O)ccc1Oc1ccc([N+](=O)[O-])cc1[N+](=O)[O-]	-2	-4	33	4	-5	5	-5	-9	2	8	2
CN(C)/C=N/c1nc2nccc(-c3ccc(Cl)cc3)n2n1	-1	-3	2	2	2	3	11	6	-13	2	-23
Cc1ccc(OCC(=O)N2CCCC(CO)(CCOc3ccccc3)C2)cc1 (stereo not drawn)	1	-8	9	-12	-4	-28	-10	10	17	5	10
CC(C)Cn1c(N)c(C=O)c(=O)n(C)c1=O	-3	-8	-7	-1	-2	-3	12	-12	-12	1	-8
COc1ccc(COC(=O)C2CCN(S(=O)(=O)c3cccs3)CC2)cc1	3	-12	15	-12	-5	4	3	9	23	-2	-8
O=C(NC1CC1)c1nc(Cn2cc([N+](=O)[O-])cn2)no1	11	5	-5	-2	4	-38	-5	-9	8	4	-5
O=C(NC(C(=O)N/N=C/c1ccncc1)c1n[nH]c(=O)c2ccccc12)c1ccccc1 (stereo not drawn)	2	-3	14	3	0	-12	-8	-12	11	-7	18
COc1ccccc1C(=O)NCC(=O)OCCCOC(=O)CNC(=O)c1ccccc1OC	6	6	7	2	-1	-50	0	12	-12	6	1
COc1cccc(Oc2cc(NN3CCCCC3)c([N+](=O)[O-])cc2[N+](=O)[O-])c1OC	-2	-8	-7	-11	-6	-11	4	2	-18	-15	-5
CCC(=O)c1ccc(OCC(O)CN2CCOCC2)cc1 (stereo not drawn)	23	1	-36	-9	-1	-1	2	-3	9	-14	-13
COc1ccc(CCNC(=O)NC23CC4CC(CC(C4)C2)C3)cc1	-21	1	-31	-2	-12	-3	?	9	-12	-17	-37
Cc1ccc2nc3cc([N+](=O)[O-])cc([N+](=O)[O-])c3cc2c1	-25	-5	52*	37	-6	-31	7	-6	12	-70	21
CC(C)CNS(=O)(=O)c1ccc(CCC(=O)N2CCOCC2)cc1	-45	-1	1	16	1	-19	5	-10	9	4	11
Cc1cn(-c2ccccc2)c(C)c1/C=N\Nc1nc(N2CCOCC2)nc(N2CCOCC2)n1	4	-2	-2	2	1	13	5	-21	30	-1	-12
CC(=O)Nc1ccc(NC(=O)COC(=O)c2ccccn2)cc1	-2	-6	12	-1	2	-11	3	6	10	-8	-24
CCCC(=O)NNC(=O)CCC(=O)Nc1ccccc1Cl	10	-12	-4	-5	-3	-24	-12	-6	-4	-13	-1
CCOCCCNC(=O)c1cn(CC)c2ccc(S(=O)(=O)N3CCOCC3)cc2c1=O	10	-11	-2	-5	5	-4	-5	-35	11	-4	5
O=C(CC1CC2CCC1C2)N1CCN(S(=O)(=O)c2ccccc2F)CC1 (stereo not drawn)	-8	3	-7	-5	-3	-12	-2	-8	12	-8	12
CCCOC(=O)Nc1sc2c(c1C(=O)OCC)CCC2	18	-7	-11	27	-3	6	-3	-32	-21	-9	-12
COc1ccc(Br)c(Cn2c(C)c(C(=O)NCc3ccc4c(c3)OCCO4)sc2=O)c1	-1	-8	31	-4	.	-12	-2	-13	10	.	-1
Cc1ccc2nc(NC(=O)c3ccc(Br)o3)sc2c1	-106	2	-6	48	10	-96	-1	-21	-170	-18	-64
Cc1cc(=O)oc2cc(OCC(=O)NC3(C#N)CCCCC3)c(Cl)cc12	-24	-2	-8	-10	-9	7	-2	-12	18	8	-10
Cc1nnc(NC(=O)CSc2nnc(Cc3ccccc3)n2-c2ccccc2)s1	10	0	0	-12	4	12	-6	0	6	-3	-7
NC(=O)c1ccc(C(=O)c2ccc([N+](=O)[O-])cc2)cc1	10	-7	-3	-7	-4	10	-1	11	8	8	-13
CCOC(=O)C(NCCOC)(NC(C)=O)C(F)(F)F (stereo not drawn)	-15	-7	7	-4	-2	13	1	-19	7	1	-3
O=C(CN1CCCc2ccccc21)Nc1ccccc1[N+](=O)[O-]	-4	-5	3	0	0	-42	-9	-19	17	0	9
CCN(CC)S(=O)(=O)c1ccc(-c2ccc(S(=O)(=O)N(CC)CC)cc2)cc1	18	-7	23	35	3	15	.	30	25	24	21
CNC(=O)c1ccccc1Sc1ccccc1CO	4	-2	-4	9	-3	-6	4	-46	-3	-5	-5
COCC(=O)N(c1ccc(C(C)C)cc1)C1C=CS(=O)(=O)C1 (stereo not drawn)	-36	-16	16	-24	1	-14	-2	3	-5	-2	7
Cc1cccc(C(=O)NNC(=O)c2ccc(F)cc2)c1	1	8	-19	-5	-3	-18	22	-32	-11	-8	3
CCCCNC(=O)C1(C)CCCCN1CC(=O)c1ccc(OC)cc1 (stereo not drawn)	-10	-30	-5	-8	.	-2	-4	-1	-16	.	0
CC(C)(C)CN1CCN(CC#Cc2ccccc2)CC1CCO (stereo not drawn)	-18	8	-22	6	-8	-26	0	-13	19	-2	-2
CCC1CCc2c(n(C)c3ccccc3c2=O)O1 (stereo not drawn)	14	2	-20	1	5	-4	-13	-16	-13	0	-9
CC(C)(C)Nc1nc(NCc2cccnc2)nc(N2CCOCC2)n1	-12	3	7	-3	-8	3	-16	-24	-23	-1	0
Cc1ccc(C(=O)NCCCN2CCOCC2)cc1N1CCCC1=O	12	10	3	-3	-2	-8	14	5	1	-1	-7
Cc1ccc(C(=O)N/C(=C\c2ccc(F)cc2)C(=O)NCCCn2ccnc2)cc1	-15	-22	-21	13	-5	-13	0	-24	9	-1	2
COc1cccc(-c2cnc3c(NC=O)cc(-c4ccc(N(C)C)cc4)cn23)c1	2	13	-10	14	.	-13	9	-1	-31	.	-3
COc1ccc(CCC(=O)NNC(=O)Nc2cccc(Cl)c2)cc1	13	-3	9	5	-11	-10	17	15	-16	-6	10
C[C@@H]1O[C@@H](O[C@H]2[C@H](Oc3cc(O)c4c(c3)O[C@H](c3ccc(O)cc3)CC4=O)O[C@H](CO)[C@@H](O)[C@@H]2O)[C@H](O)[C@H](O)[C@H]1O	4	-13	1	-8	1	8	1	-1	-14	-7	0
CCOc1ccc(CCNC(=O)CN2CCN(Cc3ccccc3C)C2=O)cc1OCC	21	0	17	-8	-3	8	-4	-4	-6	5	-3
COc1ccc(/C(=N/OC(C)=O)c2nccc3cc(OC)c(OC)cc23)cc1OC	16	7	-14	-12	-10	2	-3	5	12	1	-1
Cc1nc2ccccc2c(=O)n1CC(=O)N1CCOCC1	4	-4	15	7	-4	2	6	-9	7	-1	-2
O=C(NNC(=O)c1csc(-c2cccs2)n1)c1ccc(Cl)cc1	-22	-10	-61	36	.	-18	.	-2	1	.	-29
CCOC(=O)N1CCN(c2ncnc3c2oc2nc(C(C)C)c4c(c23)CCC4)CC1	-10	1	15	1	2	-2	17	10	6	7	0
CC(C)(CSc1ccccn1)NS(=O)(=O)c1ccccc1	10	-8	0	-5	-6	-20	12	-3	2	-2	17
O=C(NNC(=O)C1CC(=O)N(c2ccc3c(c2)OCCO3)C1)c1ccc(F)cc1 (stereo not drawn)	4	-9	-10	20	5	-8	-8	-12	11	-23	-11
C=CCc1ccc(OCC(O)CN2CCCCC2C)c(OC)c1 (stereo not drawn)	4	-5	-8	-4	13	-3	-8	-10	4	-3	-12
Cc1ccc2nc(C)cc(N/N=C/c3cccc(O)c3)c2c1	-7	-2	11	-2	-1	11	0	-22	-6	-6	-9
Cc1cc(C)nc(N/N=C/c2ccc([N+](=O)[O-])o2)n1	10	-4	5	12	7	-9	15	-5	46	-3	21

Remaining list, next part.
SMILES	SRC3 inh	NOD2 RIPK2 PPI	TROY signal inh	C8 TRAIL sens	TLR9-MyD88 inh	NCOA1 inh	Vif inh	SRC2 inh	LRH-1 inv ag	EBV LMP1 NFkB	NR2F2 inh
CCN(CC)S(=O)(=O)c1ccc(/C=C/C(=O)OCC(=O)Nc2ccc(C(N)=O)cc2)cc1	-13	-12	9	-16	-6	-10	-6	-27	1	-5	5
COCCOC(=O)C(C#N)c1nc2ccccc2nc1N1CCCC1 (stereo not drawn)	-6	7	1	-6	2	1	-2	-18	-3	2	10
Cc1cc(F)ccc1-c1cc(C(=O)NCc2cc(C(F)(F)F)cc(C(F)(F)F)c2)[nH]n1	4	0	30	-14	.	-1	11	13	-7	.	-3
CC(C)CCN1C(=O)c2ccc(C(=O)Nc3cccc(S(N)(=O)=O)c3)cc2C1=O	8	1	63*	16	-3	22	4	7	10	-13	3
Cc1ccc(N(C)C(=O)CCS(=O)(=O)c2ccc3c(c2)oc(=O)n3C)cc1	-7	0	10	-2	-7	-5	-5	-2	6	-6	8
